# SSB-PriA inh: inhibitors of Klebsiella pneumoniae PriA binding to SSB C-terminal tail, primary screen, biochemical, AlphaScreen; PriA–SSB C-terminal tail interaction (Klebsiella pneumoniae); AlphaScreen SSBct-PriA binding, biotinylated peptide; inhibition, % at 33 µM; 430,000 compounds, 0.6% hits; in the data active means inhibition mostly above about 37%, no sharp cut-off; inactive means mostly below about 20%;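 further: plate controls were negative control peptide for no effect and reference peptide for full effect; strong numbers were not always called active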
# * marks the source's active call; other numbers are inactive results; i = inactive; & = joins results of further samples. Not all compounds are listed; the hit share may differ from the screen's.
SMILES,SSB-PriA inh
O=C(CSc1nnc(-c2cccc(O)c2)o1)NC1CCCCC1,-12.0
O=C(O)C1(c2ccccc2)CCOCC1,11.0
CCCS(=O)(=O)N1CCCC(C(=O)NCCCN2CC(C)CC(C)C2)C1 (stereo not given),8.0
COc1cc(C=NNC(=O)CSc2nc3ccccc3n2C)cc(OC)c1OC,-14.7
Cc1nc(C(=O)N2CCC(Cc3n[nH]c(=O)n3-c3ccccc3C)CC2)cs1,2.0
CCCNc1nc(SCC)nc2c1cnn2CCNC(=O)c1c(-c2ccccc2Cl)noc1C,88.0*
O=C(CSc1nc2sc3c(c2c(=O)n1-c1ccc(OC(F)F)cc1)CCC3)c1ccc(OC(F)F)cc1,-13.0&-4.0
CC(=NNC(=O)CC(C)C)c1c(C(F)(F)F)[nH]n(-c2nc3ccccc3s2)c1=O,-5.2
O=C(CCc1ccccc1Br)NCC1(O)CCOCC1,-7.0
Cc1cccc(-n2nc3c(c2NC(=O)Cc2ccc(F)cc2)CSC3)c1C,-10.0
CCN(CC)CCSc1ccc(-c2ccc3c(c2)OCO3)nn1,10.0
COc1cc(C=NNc2nc3ccccc3o2)cc(OC)c1O,-3.7
O=C(Nc1nc(CCC(=O)N2CCc3ccccc3C2)cs1)c1ccc[nH]c1=O,-10.0&-3.0
COc1cccc(C=NNC(=O)C(=O)Nc2ccccc2OC(F)(F)C(F)F)c1,1.1
CCOCC(=O)NC[C@H](OCCO)c1ccc(C)cc1,-14.0
N#Cc1cccnc1OC1CCN(C(=O)Nc2ccccc2F)CC1,-26.0
Cc1cc(C=NNC(=O)Cn2c3ccccc3c(=O)c3ccccc32)c(C)n1-c1ccc(Cl)cc1,-3.8
CS(=O)(=O)c1ccc(Nc2nc(CC(=O)O)cs2)cc1,17.0
CN(Cc1c(C(=O)NN=Cc2cccc(Cl)c2)nnn1-c1nonc1N)c1ccccc1,12.0
COc1cccc(C(=O)Nc2nnc(-c3cc4cccc(OC)c4o3)o2)c1OC,4.0
Clc1ccc2nc(NCc3cccnc3)sc2c1,18.0
Cc1cccc(S(=O)(=O)Nc2ccc3c(c2)OCC(C)(C)C(=O)N3CCC(C)C)c1,-7.0
COCCCNC(=O)C[C@@H]1Nc2ccccc2NC1=O,-15.0
COc1ccc(Cl)cc1C(=O)NCCC(O)c1cc(C)oc1C (stereo not given),-68.0
COC(=O)Cn1cnc2nc(N3CCCC(C(=O)NC(C)C)C3)sc2c1=O (stereo not given),-28.0
COc1ccc(CC(=O)Nc2ccc(S(N)(=O)=O)cc2)cc1C,-17.0
CC(=O)N1CCN(C2=NC(=O)/C(=C\c3ccc(O)c([N+](=O)[O-])c3)S2)CC1,1.0
O=C(O)CCC(CNS(=O)(=O)c1ccc(Cl)cc1)C(F)(F)F (stereo not given),-7.0
COc1ccc(Nc2nc(Nc3ccc(OC)cc3)nc(N3CCN(c4nc(Cl)nc(N(c5ccccc5)c5ccccc5)n4)CC3)n2)cc1,-9.0
COc1ccc(OC)c(NC(=S)NC(C)C(c2cccs2)N2CCOCC2)c1 (stereo not given),5.0
CCc1ccc(-c2cc3c(=O)n(Cc4ccc(Cl)cc4)ccn3n2)cc1,-6.0
COCC(=O)Nc1c2c(nn1-c1ccccc1C)CS(=O)(=O)C2,-8.0
CN=C1SC(CC(=O)Nc2ccc(F)cc2F)C(=O)N1N=C(C)c1cccc(OCC(=O)O)c1 (stereo not given),-5.8
COc1cc(OC)cc(C(=O)Nc2cnc(N3CCOCC3)nc2N(C)C)c1,-8.0
COc1ccccc1OCC(=O)Nc1ccc2c(c1)CN(C(=O)C1CC1)CC2,1.0
CSc1cccc(NC(=O)Cn2cccc(-c3nc(-c4ccc(Cl)cc4)no3)c2=O)c1,-9.0
Cc1cccc(CC2SC(=NN=Cc3ccco3)NC2=O)c1 (stereo not given),-7.9
CC(=O)Nc1ccccc1OS(=O)(=O)c1cc(Br)ccc1C,0.0
COc1ccc(N2CCN(CCNC(=O)C(C)(C)C)CC2)cc1,-15.0
Cc1cc(Nc2c(C(=O)N3CCSCC3)cnc3ccccc23)ccc1Br,-26.0

# 7 entries picked at random from those above:
SMILES,SSB-PriA inh
COCC(=O)Nc1c2c(nn1-c1ccccc1C)CS(=O)(=O)C2,-8.0
COc1cc(OC)cc(C(=O)Nc2cnc(N3CCOCC3)nc2N(C)C)c1,-8.0
Clc1ccc2nc(NCc3cccnc3)sc2c1,18.0
COCCCNC(=O)C[C@@H]1Nc2ccccc2NC1=O,-15.0
COc1ccccc1OCC(=O)Nc1ccc2c(c1)CN(C(=O)C1CC1)CC2,1.0
COc1ccc(Cl)cc1C(=O)NCCC(O)c1cc(C)oc1C (stereo not given),-68.0
COc1ccc(Nc2nc(Nc3ccc(OC)cc3)nc(N3CCN(c4nc(Cl)nc(N(c5ccccc5)c5ccccc5)n4)CC3)n2)cc1,-9.0

# New compounds follow:
SMILES,SSB-PriA inh
Cc1oncc1C(=O)N(Cc1cnc2ccccn12)C1CC1,-6.0
COc1ccc(S(=O)(=O)Nc2ccc3c(c2)CCCN3C(=O)C(C)C)cc1F,5.0
COc1cc(C=Nn2c(-c3n[nH]c4c3CCC4)n[nH]c2=S)cc(OC)c1O,-1.0
Cc1nc(C(F)(F)F)c(C(=O)NN=C(N)c2ccccn2)s1,-12.4
CC(C)(C)Sc1ccc2nn(CC(=O)Nc3ccc(Br)cc3)c(=O)n2n1,-13.0
CC(=O)c1ccc(NC(=O)CON=C(C)c2cccs2)cc1,-20.2
COc1ccccc1Nc1nc(-c2ccc3nsnc3c2)cs1,-9.0
O=C(O)CCCc1c(-c2ccccn2)[nH]c2ccc(Br)cc12,4.0
CCOc1ccc(Br)cc1C=NO,-8.0
CS(=O)(=O)c1ccc(C(=O)Nc2nnc(CS(=O)(=O)c3ccccc3)o2)cc1,-9.0
COc1ccc(-c2ccc(=O)n(CCNC(=O)Nc3cccs3)n2)cc1,-5.0&-4.0
CS(=O)(=O)N1CCC(C(=O)Nc2nnc(-c3ccc4c(c3)OCCO4)o2)CC1,7.0
CCCN1CCc2c(sc(NC(=O)c3cc(C)nn3C)c2C(N)=O)C1,-9.0
COc1ccc(Cl)c2sc(N(CCN(C)C)C(=O)c3cc(C)no3)nc12,-3.0
COc1cccc(C=NNC(=O)CC2C(=O)NN=C2C)c1O (stereo not given),4.1
O=C(Nc1ccc(SCC(=O)N2CCN(c3ccccc3)CC2)nn1)c1ccco1,3.0
COc1ccc(C=NNC(=O)c2ccc(NC(=O)c3cccc([N+](=O)[O-])c3)cc2)c(C(=O)O)c1OC,6.4
Cc1ccc(N(CC(=O)NN=Cc2ccco2)S(=O)(=O)c2ccccc2)cc1,10.6
COc1cccc(CNC(=O)Cn2cccc(-c3nc(C4CC4)no3)c2=O)c1OC,-4.0
O=C(Nc1ccc2c(c1)CN(C(=O)c1cccs1)CC2)C1CCCC1,3.0&7.0

# An excerpt from above in order of number of heavy atoms, largest number first.
SMILES,SSB-PriA inh
O=C(Nc1ccc(SCC(=O)N2CCN(c3ccccc3)CC2)nn1)c1ccco1,3.0
CCCN1CCc2c(sc(NC(=O)c3cc(C)nn3C)c2C(N)=O)C1,-9.0
O=C(O)CCCc1c(-c2ccccn2)[nH]c2ccc(Br)cc12,4.0

# (list continues)
SMILES,SSB-PriA inh
COc1ccc(C(=O)N/N=C/c2coc3ccccc3c2=O)cc1,i
O=C(NN=Cc1sc(=O)n(Cc2ccc(Br)cc2)c1Cl)c1ccco1,-6.7
CCc1c(C)nc(SCc2cc(OC)cc(OC)c2)[nH]c1=O,8.0
COc1ccc(C=NNC(=O)c2c([N+](=O)[O-])c(C)nn2C)cc1,1.2
COc1cccc2cc(C(=O)N3CCN(c4cc(C(F)(F)F)ncn4)CC3)oc12,-7.0
CC(C)CCN1C(=O)C(C)(C)COc2ccc(NS(=O)(=O)C3CCCCC3)cc21,-8.0
CCOC(=O)c1ccc2nc(NC(=O)/C=C/c3ccccc3Cl)sc2c1,-14.0
O=C(NN=Cc1cccc(Cl)c1)C1CCCC1,0.2
COc1ccc(S(=O)(=O)CCC(=O)Nc2nc(-c3ccc(Cl)s3)cs2)cc1,3.0
COc1ccc(NC(=O)C(=O)NCC2CCN(Cc3cccs3)CC2)cc1OC,-18.0
CN(C)S(=O)(=O)N1CCC(S(=O)(=O)Cc2ccco2)CC1,-18.0
Clc1ccc(-c2csc3ncnc(SCc4ccc5c(c4)OCO5)c23)cc1,-10.0&-1.0
COC(=O)c1ccc(NC(=O)CN(C)S(=O)(=O)c2cccc3cnccc23)cc1,-6.0&2.0
CSc1ccc(Cc2nnc(NC(=O)c3ccc(Br)o3)o2)cc1,0.0
Nc1c(C(=O)NC2CCCCC2)sc(=S)n1-c1ccccc1F,27.0
Cc1cc(NC(=O)c2cc3ccccc3oc2=O)n(C)n1,-2.0
COc1ccc(OC)c2sc(N3CCN(C(=O)c4ccn(C)n4)CC3)nc12,6.0
COC(=O)N1CCC(CNC(=O)c2ccc(F)cc2)CC1,-16.0
Cc1ccsc1C=NNC(=O)c1nnn(-c2nonc2N)c1CN(C)c1ccccc1,1.3
O=C(Cn1c(=O)oc2ccccc21)Nc1ccc2c(c1)CCCN2C(=O)c1cccs1,-8.0
Cc1cc(N2CCN(C(=O)COc3ccc4c(c3)OCO4)CC2)ncn1,-5.0
O=C(NN1CCOCC1)c1csc2nc(-c3ccc(F)cc3)cn12,-9.0
COC(=O)Nc1ccc(S(=O)(=O)NCC(C)(O)c2cccs2)cc1 (stereo not given),5.0
Oc1ccc(C=NNc2ccc3ccccc3c2)c(O)c1,9.3
COc1ccc(C(N)=NOC(=O)C2CCC(=O)N2S(=O)(=O)c2ccc(C)cc2)cc1OC (stereo not given),-6.5
COc1cccc(NC(=O)c2c[nH]c3nc(C)ccc3c2=O)c1,21.0
O=C(CN1CCCCC1)Nc1sc2c(c1C(=O)Nc1ccc(F)cc1)CCCC2,-13.0&-13.0
Cc1cc(NC(=O)c2csc3c2CC[C@H](C)C3)no1,-17.0
O=c1ccc(-c2ccco2)nn1CCCNS(=O)(=O)c1cccnc1,-8.0&1.0
NC(=O)c1cc(C2CCCCN2C(=O)c2cc3ccccc3o2)[nH]n1 (stereo not given),0.0
CCc1ccc2nc(N(Cc3ccccn3)C(=O)c3cc(C)nn3CC)sc2c1,-9.0
COc1cc(C=NNC(=O)c2ccc(Cn3cc(Br)c([N+](=O)[O-])n3)o2)cc(OC)c1O,1.9
CN1C(=O)c2cccc(NC(=O)Cc3ccc4ccccc4c3)c2C1=O,-22.0
COc1ccc(S(=O)(=O)NCCc2ccc(S(N)(=O)=O)cc2)cc1C(=O)O,-3.0
COc1ccc(-c2noc(-c3ccc(=O)n(CCc4c(C)noc4C)n3)n2)cc1F,-14.0
COc1ccc(F)cc1S(=O)(=O)NCCn1nc(-c2cccnc2)n(C2CC2)c1=O,-17.0
Cc1noc(Cc2ccccc2NC(=O)c2cccs2)n1,-11.0
COc1ccc(C(C)=NNc2ccc(C(=O)O)cc2)cc1OC,-4.0
O=C(NCC1CCCN1c1ccccc1)c1ccc(Cn2ccnc2)cc1 (stereo not given),-12.0
CS(=O)(=O)N1CCC(C(=O)Nc2cc(-n3ccc4ccccc43)ncn2)CC1,-4.0
COc1cc(C=NNc2ccc(C(F)(F)F)cn2)cc(OC)c1O,-15.6
CC(=O)NCCn1c(SCC(=O)Nc2ccc(C)c(Cl)c2)nc2ccccc2c1=O,-5.0
COc1cc(C(=O)Nc2ccc(C)cc2C)ncn1,-16.0
COc1ccc(S(=O)(=O)N2CCCCC2CC(=O)NCc2cccs2)cc1 (stereo not given),-15.0
CCOc1ccc(OCC(=O)NCCn2ncccc2=O)cc1,-6.0
CCOc1cccc(-c2c(C(=O)NN=Cc3cccnc3)nnn2-c2nonc2N)c1,-5.4
Cc1cc(-c2nc3cccnc3s2)ccc1NC(=O)COc1ccc(Cl)cc1,8.0
O=C(NCCn1nc(-c2ccsc2)cc1C1CC1)c1ccccc1C(F)(F)F,-21.0
O=C(CSc1nc(-c2ccccc2)[nH]c1S(=O)(=O)c1ccccc1)NCc1ccco1,6.0
CC(C)NC(=O)NC[C@](C)(O)c1cc2ccccc2o1,-26.0
COc1cccc(C(=O)NCC(c2ccc3c(c2)CCN3C)N2CCOCC2)c1OC (stereo not given),5.0
Cn1c(SCC(=O)Nc2ccc(OC(F)(F)F)cc2)nnc1-c1ccc(=O)n(C)c1,-1.0
CCC(=NNc1ccccc1)c1c(O)n(C)c(=O)n(C)c1=O,0.4
COc1ccccc1C(CNS(=O)(=O)Cc1cc(F)ccc1F)OC (stereo not given),-2.0
Cc1noc(C)c1S(=O)(=O)NCc1nn(C)c(=O)c2ccccc12,-13.0
O=c1c2nc(N3CCCC3)sc2c(-c2ccco2)nn1Cc1cccc2ccccc12,2.0
COc1ccc(C=NNC(=O)Nc2ccc3nsnc3c2)c(OC)c1,1.9
Cc1csc2nc(-c3ccc(NC(=O)c4ccc(C(C)(C)C)cc4)cc3)cn12,-5.0
CCOC(=O)c1ccc(NC(=O)CSc2nc3ccccc3[nH]2)cc1,-3.0
C=CCn1c(SCC(=O)c2ccc(F)cc2)nnc1-c1nnc(SCC(=O)c2ccc(F)cc2)n1CC=C,-10.0&0.0

# Additional entries follow:
SMILES,SSB-PriA inh
CCn1nnc2c(NCCc3ccccc3OC)ncnc21,-7.0
C=C(C)CNC(=S)NN=Cc1ccc2c(c1)OCO2,8.1
O=C(Nc1nc(-c2cccnc2)cs1)c1cnn2c1OCCC2,-13.0
CNc1nc(-c2ccccn2)cs1,118.5*
Cn1nc(C2CCCN(C(=O)Cc3cn(C)c4ccccc34)C2)n(-c2ccccc2)c1=O (stereo not given),3.0
CN(C)c1ccc(NC(=O)C2(c3cccs3)CCCC2)cc1,14.0
O=C(CN1C(=O)CSc2cc(S(=O)(=O)N3CCCCCC3)ccc21)NCCC1=CCCCC1,-17.0
CCc1ccc(S(=O)(=O)Nc2ccc3c(c2)N(S(=O)(=O)c2ccccc2)CCC3)s1,-8.0
CCn1c2ccccc2c2cc(C(C)=NO)ccc21,9.0
CCOCCn1c(=NC(=O)c2ccccc2S(C)(=O)=O)sc2cccc(F)c21,-11.0
CCc1ccc(S(=O)(=O)Nc2ccc3c(c2)N(C(=O)C2CCCC2)CC3)s1,2.0
CC(C)(C)c1cc(NC(=O)c2cc3n(n2)CCCO3)on1,-19.0
